Source: PubChem BioAssay
GALK inhibitor – inhibitors of human galactokinase. Potency, µM (top dose mostly 57.5 µM), for the others: at the top dose activity change, negative = inhibition, hits mostly inhibitors. 270,000 tested, 0.007% active. P51570. Purified GALK, Kinase-Glo residual ATP luminescence. AID 1868; note: potency is the fitted concentration of half-maximal effect
Target sequence (P51570 whole entry, looked up): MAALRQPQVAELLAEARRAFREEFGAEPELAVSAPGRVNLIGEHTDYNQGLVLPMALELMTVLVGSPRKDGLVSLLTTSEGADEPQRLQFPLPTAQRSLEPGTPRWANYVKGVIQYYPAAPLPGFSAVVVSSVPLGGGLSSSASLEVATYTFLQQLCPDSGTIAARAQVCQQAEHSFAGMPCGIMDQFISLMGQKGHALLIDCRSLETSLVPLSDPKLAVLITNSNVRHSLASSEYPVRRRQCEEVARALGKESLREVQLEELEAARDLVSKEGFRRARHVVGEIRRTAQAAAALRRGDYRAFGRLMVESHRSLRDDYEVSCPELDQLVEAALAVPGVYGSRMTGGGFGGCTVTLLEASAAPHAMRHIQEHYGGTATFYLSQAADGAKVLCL
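Galactose (100 uM) and ATP (35 uM) were turned over by 5 nM GALK for 1 h at RT. Kinase-Glo Plus then converted the remaining ATP into a luminescent signal.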
hERG WT inh – KCNH2 (human, wildtype) channel inhibition; Q12809; U2OS, BacMam KCNH2, thallium flux FluxOr; hits give low values; activity change, % at 1.84 µM; 340,000 tested, 0.37% active;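 active = maximum activity change below -70%; inconclusive = maximum activity change between -70% and -50%; inactive = maximum activity change above -50%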
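U2OS cells transduced with wild-type KCNH2 virus are loaded with FluxOr dye for 45 min, and thallium flux is measured in kinetic reads before and after stimulation buffer. Rate constants are normalized to DMSO controls.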
PKM2 act – increases activity of human pyruvate kinase M2 | P14618 | purified PKM2, Kinase-Glo ATP luminescence, activation; response scale: 0% is enzyme alone, no compound | Potency, µM (highest dose often 57.5 µM), inactives show at the highest dose activation, usual class: activators | 260,000 tested, 0.34% active | AID 1631; note: potency is the fitted concentration of half-maximal effect; nearly all actives have a fitted effect of over 55% in size
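Kinase-Glo luminescence reports ATP generated from ADP (0.1 mM) and PEP (0.5 mM) by purified hPK-M2 after 1 h at room temperature, pH 7.2 imidazole buffer; intermediate enzyme activity allows detecting inhibitors and activators.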
uPA surface inh – blocks generation of uPA at the cell surface | cell surface uPA generation assay, qHTS | Potency, µM (top dose mostly 38.3 µM), for the others: at the highest dose activity change, negative = inhibition, actives largely listed as inhibitors | 330,000 tested, 0.31% active; active = well fitted inhibition curve with a large enough effect; inconclusive = small, poorly fitted or top-dose-only effect; inactive = no such curve, though single readings can be large or run the other way; tested in mouse RAW 264.7 cells; note: potency is the fitted concentration of half-maximal effect; nearly all actives have a fitted effect of over 55% in size
USP2a block – blocks human ubiquitin-specific protease USP2a; Potency, µM (series often up to 38.3 µM), for the others: at the top dose activity change, negative = inhibition, actives largely listed as inhibitors; USP2 core, Ub-CHOP2 coupled fluorogenic reporter, 485/531; O75604; 330,000 tested, 0.01% active;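 note: potency is the fitted concentration of half-maximal effect; plate controls were DMSO wells for no effect and full inhibition by NEM control for full effect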
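Deubiquitinase activity read as fluorescence (485/531 nm) after Ub-CHOP2 cleavage activates the enterokinase reporter on its substrate; USP2 core 10nM, Ub-CHOP2 and substrate 25nM each, 30min compound preincubation then 60min RT; data normalized to NEM, curves fitted.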
Giardia kill – Giardia lamblia killing. Giardia lamblia trophozoite viability. activity change, % at 7.66 µM, hits read low. 340,000 tested, 0.15% active; in the data active = activity change below about -80%; inconclusive = between about -30% and that limit;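 note: parasites exposed to compound for two days anaerobically before the ATP read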
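Giardia trophozoites, 100 cells per well, were exposed to compounds for 48 hrs at 37 deg C under anaerobic conditions; viability was then read as ATP content by bioluminescence after 15-30 min at room temperature.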
Eya2 phos inh – blocks the phosphatase activity of human Eya2; O00167; recombinant Eya2, OMFP fluorescence dephosphorylation (OMFP is methylfluorescein phosphate); Potency, µM (top dose mostly 76.9 µM), for the others: at the top dose activity, negative = inhibition, actives largely listed as inhibitors; 330,000 tested, 0.006% active; note: potency is the fitted concentration of half-maximal effect
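Eya2 protein (added as 0.2 uM solution) was preincubated with compound for 10 min at ambient temperature in 50 mM HEPES pH 7.5, 50 mM NaCl, 5 uM MgCl2, 0.05% BSA, 1 mM DTT. OMFP (added at 50 uM) then reacted 10 min; fluorescence read at 485/525 nm.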
KCNH2 3.1 inh – blocks the human KCNH2 3.1 channel isoform | U2OS KCNH2 3.1, thallium flux FluxOr; hits give low values | activity change, % (tested at about 1.8 µM) | 340,000 tested, 0.95% active | AID 720553;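 active = maximum activity change below -70%; inconclusive = maximum activity change from -70% to -50%; inactive = maximum activity change above -50%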;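 note: thallium influx rate constant from kinetic fluorescence after stimulation buffer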
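Normalized rate constant (relative to positive and negative DMSO controls) derived from a 2 min kinetic fluorescence read after stimulation; U2OS cells expressing the 3.1 isoform via virus at 1.77 x 10^8 /mL.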
B2AR arrestin – recruits beta-arrestin to the human beta2-adrenergic receptor; P07550; beta-arrestin recruitment to beta2AR, cell-based reporter; Potency, µM (series often up to 46.1 µM), for inactives: at the top dose activation, most hits filed as activators; 330,000 tested, 0.02% active; AID 492947;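 note: potency is the fitted concentration of half-maximal effect; 0% = DMSO controls and full agonism = EC100 isoproterenol or metaproterenol; nearly all actives have a fitted effect of over 65% in size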
Target sequence (P07550 whole entry, looked up): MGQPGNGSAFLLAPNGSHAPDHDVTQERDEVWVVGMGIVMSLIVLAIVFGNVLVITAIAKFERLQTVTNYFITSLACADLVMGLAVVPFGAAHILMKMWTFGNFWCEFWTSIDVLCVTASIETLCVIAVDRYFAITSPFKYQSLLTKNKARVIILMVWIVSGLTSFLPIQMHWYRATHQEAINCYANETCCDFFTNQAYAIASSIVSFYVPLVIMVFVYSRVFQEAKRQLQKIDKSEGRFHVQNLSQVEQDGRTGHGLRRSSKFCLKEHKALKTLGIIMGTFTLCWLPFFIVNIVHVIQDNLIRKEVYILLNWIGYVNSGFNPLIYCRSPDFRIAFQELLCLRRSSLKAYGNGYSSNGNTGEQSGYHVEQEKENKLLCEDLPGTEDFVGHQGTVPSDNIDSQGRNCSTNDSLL
FBPA coupling cs – counter-screen for Giardia aldolase inhibitors: coupling enzyme system; coupling enzyme system counterscreen, AmpLite Red fluorescence; activity change, negative = inhibition, % at 58.2 µM, hits read low; 290,000 tested, 0.67% active; AID 2472; in the data active = activity change below about -30%
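Coupling enzymes only (glyceraldehyde-3-phosphate) + compound, at 57.5 uM final, 10 min RT; add substrate/coupling/AmpLite Red mix, 20 min RT; fluorescence ex 525/em 598 nm. Actives flag coupling-system interference.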
Chronic BCR inh – blocks chronic active B-cell receptor signaling. AID 493014. Potency, µM (series often up to 46.1 µM), inactives show top-dose ratio change, negative = lower green/red ratio, hits mostly inhibitors. 340,000 tested, 0.05% active. ABC-DLBCL IkBa-CBG/CBR reporter, luminescence ratio, 4 h; active = well fitted inhibition curve with a large enough effect in the signal ratio, with a control signal flat, not every such curve was filed as active; inconclusive = small, poorly fitted or top-dose-only effect, or effect the other way, or a change in a side signal; the % refers to the signal ratio;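 note: potency is the fitted concentration of half-maximal effect; plate controls were basal doxycycline-induced cells for no effect and cells given 10 µM MG132 for full effect; MG132 reads +100%, hits lower the ratio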
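Doxycycline induced both beetle luciferases in TMD8 lymphoma cells; IKK-driven degradation limits the IkappaBalpha-fused green signal, while red luminescence normalises for cell number and nonspecific effects. Compounds tested up to 46 uM, 4 hrs.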
Starred values were filed as active, the others as inactive; i = inactive; ? = inconclusive; nt = not tested or not shown. Unless noted, calls come from the whole dose curve; as a rule, active = well fitted curve in the direction sought with a large enough effect; inconclusive = small, poorly fitted or top-dose-only effect, or another doubt; inactive = no such curve, though single readings can be large; an effect the other way counts as inactive or inconclusive. Unless noted, % is set by controls: 0 for no effect and ±100 for the full control effect.

no.	mol	GALK inhibitor	hERG WT inh	PKM2 act	uPA surface inh	USP2a block	Giardia kill	Eya2 phos inh	KCNH2 3.1 inh	B2AR arrestin	FBPA coupling cs	Chronic BCR inh
1	Cc1ccc(C(=O)Oc2cc(C)[nH]c(=O)c2[N+](=O)[O-])cc1	0.9%	i	-12.1%	1.1%	-0.4%	19.9	1.8%	-9.2	-0.1%	-0.5	-0.1%
2	O=C(NCCS(=O)(=O)N1CCN(c2cccc(Cl)c2)CC1)c1ccc2c(c1)OCO2	nt	3.5	nt	-3.6%	-0.4%	-7.0	17.6%	-3.6	0.6%	nt	-2.9%
3	CN(CC(=O)Nc1cccc(F)c1)C(=O)c1cccnc1Sc1ccc(Cl)cc1	nt	0.4	nt	9.7%	2.7%	-1.4	3.8%	2.5	-0.4%	nt	?
4	COc1ccc(-c2csc(NC(=O)CSc3ncn[nH]3)n2)cc1OC	2.0%	-3.3	nt	-3.9%	0.4%	-3.6	12.8%	-2.8	0.6%	1.0	?
5	O=c1c(Cc2ccc(F)cc2)c(O)ccn1Cc1ccc(F)cc1	4.5%	nt	-10.6%	0.1%	0.4%	-19.3	4.4%	1.9	0.5%	0.0	-2.4%
6	Cc1n[nH]c(=O)c2c(NC(=O)CSc3nc4ccccc4c(=O)n3C(C)C)oc(C)c12	-8.9%	3.0	13.4%	-1.1%	4.4%	1.2	-12.2%	5.4	-0.4%	nt	-11.4%
7	CCOC(=O)c1ccc(NC(=O)c2ccccc2[N+](=O)[O-])cc1	1.4%	-0.9	15.4%	-0.5%	0.7%	0.0	-4.2%	-4.3	-0.2%	1.1	?
8	O=Cc1ccc(-c2ccc(Cl)cc2Cl)[nH]1	0.3%	nt	3.3%	13.1%	1.4%	9.2	-9.2%	5.6	-0.5%	4.7	?
9	CCCCc1cc(=O)oc2cc(C)cc(OCC(=O)N3CCC(C(=O)O)CC3)c12	nt	-10.7	-0.2%	6.1%	-4.5%	3.5	-2.6%	3.9	-1.0%	3.4	1.7%
10	CN(C)C(=S)SCC(=O)NCc1ccc(F)cc1	6.3%	-2.1	1.8%	-0.5%	2.0%	-16.1	-4.0%	0.9	0.1%	2.4	3.0%
11	COc1cc(C(=O)Oc2ccc3c(c2)OCC3=O)cc(OC)c1OC	0.2%	-9.2	-3.3%	-6.6%	-0.4%	-8.4	-6.4%	-5.2	-0.8%	1.6	-18.9%
12	CCC(C(=O)n1cccc1C#N)c1ccccc1C (stereo not given)	nt	-25.3	nt	-1.8%	0.3%	-7.7	8.6%	-5.5	0.0%	nt	1.5%
13	CCNc1nc2ccccc2[nH]1	-2.4%	-1.6	-10.3%	5.8%	-1.0%	1.5	-16.4%	3.9	0.1%	1.7	?
14	FC(F)(F)c1cccc(NC(=S)N2CCN(c3ccccc3)CC2)c1	-1.0%	9.5	0.5%	-3.6%	-0.5%	-3.5	-3.9%	3.2	-1.7%	-0.7	-0.2%
15	CC1=NN(C(=O)c2ccccc2Cl)C(O)(c2ccccc2)C1 (stereo not given)	-2.8%	6.7	3.7%	-1.2%	0.8%	-16.0	-4.1%	14.9	0.3%	2.8	?
16	CCN(CC(=O)Nc1ccc(NC(C)=O)cc1)C(=O)C1CCCC1	nt	-2.8	nt	2.6%	3.7%	9.4	-11.8%	3.9	-0.2%	nt	2.1%
17	CC(OC(=O)c1cc(=O)[nH]c2ccccc12)C(=O)Nc1ccc(Cl)cn1 (stereo not given)	nt	5.1	nt	-1.1%	-16.9%	-3.9	18.5%	-3.6	0.9%	nt	6.7%
18	Cc1cc(C(=O)Nc2ccc(S(=O)(=O)Nc3onc(C)c3C)cc2)c(C)o1	-2.4%	-5.8	-5.6%	9.9%	0.7%	-9.8	10.1%	5.2	-0.3%	8.5	7.0%
19	CCOc1ccc(CCN2C(=O)c3cccnc3C2=O)cc1OCC	1.3%	i	-10.2%	6.2%	3.4%	5.8	-0.2%	-1.4	-0.3%	2.5	?
20	C[C@H](NC(=O)c1nc[nH]c1C(=O)N1CCNCC1)C(=O)OC(C)(C)C	nt	-0.5	nt	16.5%	0.3%	2.0	-4.4%	14.2	0.0%	nt	11.5%

Values by screen from above.
uPA surface inh for nos. 10–17, in order: -0.5%, -6.6%, -1.8%, 5.8%, -3.6%, -1.2%, 2.6%, -1.1%
hERG WT inh for nos. 10–17, in order: -2.1, -9.2, -25.3, -1.6, 9.5, 6.7, -2.8, 5.1

The main list resumes, repeating the 3 entries before the break.
no.	mol	GALK inhibitor	hERG WT inh	PKM2 act	uPA surface inh	USP2a block	Giardia kill	Eya2 phos inh	KCNH2 3.1 inh	B2AR arrestin	FBPA coupling cs	Chronic BCR inh
18	Cc1cc(C(=O)Nc2ccc(S(=O)(=O)Nc3onc(C)c3C)cc2)c(C)o1	-2.4%	-5.8	-5.6%	9.9%	0.7%	-9.8	10.1%	5.2	-0.3%	8.5	7.0%
19	CCOc1ccc(CCN2C(=O)c3cccnc3C2=O)cc1OCC	1.3%	i	-10.2%	6.2%	3.4%	5.8	-0.2%	-1.4	-0.3%	2.5	?
20	C[C@H](NC(=O)c1nc[nH]c1C(=O)N1CCNCC1)C(=O)OC(C)(C)C	nt	-0.5	nt	16.5%	0.3%	2.0	-4.4%	14.2	0.0%	nt	11.5%
21	Cn1c(=O)c2c(nc(N/N=C/c3cccs3)n2Cc2ccc(Br)cc2)n(C)c1=O	0.5%	-8.1	1.7%	-1.4%	0.3%	-8.8	-19.2%	3.8	-0.1%	-4.2	-0.6%
22	O=C(CSCCO)Nc1ccccc1	1.1%	-3.9	0.9%	-3.9%	nt	-4.6	nt	2.1	nt	-0.1	nt
23	CCCCCNC(=O)c1ccc2c(=O)n(CC3CCCO3)c(=S)[nH]c2c1 (stereo not given)	0.2%	-9.8	-7.6%	-1.5%	0.3%	-7.1	5.3%	1.5	-0.2%	-1.9	1.7%
24	O=C(c1ccc(NS(=O)(=O)c2ccccc2)cc1)N1CCOCC1	5.7%	-12.7	nt	-3.8%	-5.0%	-10.6	-2.7%	-18.0	0.2%	-3.1	-14.8%

In the list so far, these have two or more sulfur atoms.
no.	mol	GALK inhibitor	hERG WT inh	PKM2 act	uPA surface inh	USP2a block	Giardia kill	Eya2 phos inh	KCNH2 3.1 inh	B2AR arrestin	FBPA coupling cs	Chronic BCR inh
4	COc1ccc(-c2csc(NC(=O)CSc3ncn[nH]3)n2)cc1OC	2.0%	-3.3	nt	-3.9%	0.4%	-3.6	12.8%	-2.8	0.6%	1.0	?
10	CN(C)C(=S)SCC(=O)NCc1ccc(F)cc1	6.3%	-2.1	1.8%	-0.5%	2.0%	-16.1	-4.0%	0.9	0.1%	2.4	3.0%

Taken from above.
In Chronic BCR inh, cpd 21 shows -0.6%
In GALK inhibitor, cpd 24 shows 5.7%
In PKM2 act, cpd 22 shows 0.9%
